RAD52 anneal inh: RAD52 DNA annealing inhibitors, primary screen, biochemical, FRET, single point, set 2; DNA repair protein RAD52 homolog (Homo sapiens), P43351; recombinant RAD52 DNA annealing, FRET fluorescence; inhibition, % at 18.7 µM; 0.46% of 360,000 active; AID 651710, 2012;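 active means every replicate showing at least 50% inhibition; inconclusive means mean inhibition at least 50% but not in every replicate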
Target sequence (P43351 whole entry, looked up): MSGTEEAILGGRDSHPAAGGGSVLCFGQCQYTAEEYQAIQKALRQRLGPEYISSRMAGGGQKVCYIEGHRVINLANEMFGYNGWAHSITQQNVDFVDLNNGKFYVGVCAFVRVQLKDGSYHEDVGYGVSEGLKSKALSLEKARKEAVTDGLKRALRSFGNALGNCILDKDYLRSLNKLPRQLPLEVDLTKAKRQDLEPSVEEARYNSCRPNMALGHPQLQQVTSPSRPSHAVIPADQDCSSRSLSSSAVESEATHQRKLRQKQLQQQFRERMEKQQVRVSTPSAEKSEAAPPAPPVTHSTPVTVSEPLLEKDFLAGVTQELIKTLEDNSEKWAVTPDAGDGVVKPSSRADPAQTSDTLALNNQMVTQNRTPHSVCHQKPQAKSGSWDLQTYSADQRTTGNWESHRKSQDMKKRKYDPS
RAD54 branch: inhibitors of human RAD54 branch migration, primary screen, biochemical, fluorescence, single point | 0.14% of 360,000 active | RAD54 Holliday junction branch migration, FAM/BHQ fluorescence | inhibition, % at 10.4 µM | DNA repair and recombination protein RAD54-like (Homo sapiens), Q92698;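 active means mean normalized replicate activity at least 40 and at least half of replicates scoring 40 or more; inconclusive means only one of the two criteria met; inactive means mean below 40 and under half of replicates reaching 40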;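 further: 0% = median of neutral control wells and 100% = median of positive control wells; inhibitors cause a drop in the FAM fluorescence signal; in these data hits start at about 50%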
ERAP1 inh: human ERAP1 aminopeptidase inhibitors, primary screen, biochemical, single point, plate reader. Endoplasmic reticulum aminopeptidase 1 (Homo sapiens), Q9NZ08. recombinant ERAP1, Leu-AMC fluorescence, 60 min. inhibition, % at 10.7 µM. 0.15% of 340,000 active;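 active means mean replicate inhibition of at least 30%, or all replicates individually reaching that 30% level; inactive means mean below 30% and not every replicate reaching it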;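 further: 0% = neutral control wells and 100% = L-leucinethiol positive control wells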
ARNT-TACC3 inh: disruptors of ARNT/TACC3 protein interaction, primary screen, biochemical, AlphaScreen, single concentration; Transforming acidic coiled-coil-containing protein 3 (Homo sapiens), Q9Y6A5; AlphaScreen His-ARNT PAS-B/GST-TACC3 binding, luminescence; TACC3 fragment carries E629A point mutation; inhibition, % at 9.99 µM; 0.66% of 390,000 active; AID 623870, 2012;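 active means mean inhibition of replicates at least 50% and at least half of replicates each reaching 50%; inconclusive means half or more replicates reach 50% but mean below 50%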;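 further: 0% = complete ARNT plus TACC3 wells and 100% = ARNT alone without TACC3; many hits fall short of the cut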
Xi reactivation: activators of inactive X chromosome reactivation, primary screen, imaging, XiGFP fibroblasts, GFP high-content imaging, set 2; activation, % at 7.58 µM; 0.055% of 360,000 active; XiGFP mouse fibroblasts, % GFP-positive cells imaging, 3 d; cells co-treated with 5-aza-dC sensitizer; scaled so ellipticine positive control = 100%;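 active means mean normalized replicate activation at least 10% and every replicate at or above 10%; inconclusive means only one of the two criteria met; inactive means mean below 10% and not all replicates reach 10%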;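 further: 0% = median of on-plate neutral control wells and 100% = ellipticine 6 µM median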
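System: 68-5-11 XiGFP fibroblast line | Buffer or medium: DMEM containing 5-aza-dC | Compound: Single point | Times: Compounds 3 days, fix/stain 15 min at room temperature | Benchmarks: Positive control ellipticine, 6 µM final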
esBAF inh: Bmi1 luciferase reporter increase in mESCs, primary screen, esBAF inhibitor project, mouse ES cells, Bmi1 luciferase knock-in, single point; 24 h; 100% = twice the neutral-well signal; reporter increase, % at 12.5 µM; 2% of 350,000 active; in the data active means activation above about 40%; inconclusive means no clear call, values can overlap the other calls;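 further: 0% = median of the plate's neutral control wells and 100% = double that signal; a rise in the Bmi1 reporter signal indicates esBAF inhibition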
F508del corr: F508del CFTR correction, initial screen, CFBE line, single point. activity (quench increase), % at 7.58 µM. CFBE cells, YFP halide quenching; stimulated with forskolin plus potentiator P3; % fluorescence drop versus neutral controls. 0.36% of 350,000 active;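 active means mean added fluorescence quench of at least 8% versus neutral control, with both replicates also reaching 8%; inconclusive means only one of the mean or replicate conditions met; inactive means mean below 8% and not both replicates reaching 8%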;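 further: cells transiently co-express mutant CFTR-F508del with the halide-sensitive YFP; corrector assay measuring rescue of mutant channel to the surface after 24 h compound exposure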
GSIS activator: GLuc luminescence reporter in INS-1E cells, primary screen for activators of glucose-dependent secretion of insulin; INS-1E GLuc reporter insulin secretion, 2-3 h; activation, % at 16.6 µM; 0.61% of 370,000 active; AID 743287, 2014;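 active means lowest replicate activation of at least 40%, so every replicate reaches that level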;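 further: 0% = median of neutral control wells and 100% = median of IBMX positive control wells; some compounds called inactive have numbers as strong as hits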
The depositor's hits bear a star; ? = inconclusive; · = not tested or not shown.

SMILES	RAD52 anneal inh	RAD54 branch	ERAP1 inh	ARNT-TACC3 inh	Xi reactivation	esBAF inh	F508del corr	GSIS activator
Nc1ncnc(Nc2cc(Cl)cc(Cl)c2)c1[N+](=O)[O-]	-1.7	·	6.2	-5.8	-0.1	·	·	11.5
Cc1ccc(C(=O)Cn2ncsc2=N)cc1	·	1.4	·	-3.3	·	?	·	-20.1
CNCC(O)Cn1c(C(F)(F)F)nc2ccccc21 (stereo unspecified)	0.1	4.7	-0.8	·	·	1.2	·	7.4
COc1cccc(NC(=O)COC(=O)c2c(C)noc2C)c1	-14.8	-9.9	-1.7	-6.7	0.0	-4.0	1.4	0.7
Clc1ccc(C2=NCCn3nc4ccccc4c32)cc1	-12.4	-5.1	0.3	7.7	0.0	-12.1	1.1	-8.3
O=C(Cc1ccccc1[N+](=O)[O-])NCCCc1ccccc1	9.6	1.3	-1.8	-22.1	-0.1	9.3	-0.1	0.2
Cc1noc(C)c1NC(=O)Nc1ccc2c(c1)CC(=O)N([C@@H](C)CO)C[C@@H](C)[C@H](CN(C)C(=O)Nc1ccc3c(c1)OCO3)O2	17.2	1.4	-5.8	·	-0.2	-3.0	2.1	10.9
COc1ccc(NC2CCCN(C(=O)CN3C(=O)c4ccccc4C3=O)C2)cc1OC (stereo unspecified)	-1.0	0.0	-4.4	16.4	0.2	0.5	0.7	-7.6
Cc1c(C(=O)NCc2ccc(C(C)C)cc2)sc(=O)n1Cc1cccc(F)c1	2.7	6.8	1.3	·	0.1	-13.4	-0.8	-13.7
CCOC(CNC(=O)c1cccn2c(=O)c3cc(Cl)ccc3nc12)OCC	·	-2.2	·	4.7	·	-7.1	·	0.3
Cc1ccc(S(=O)(=O)N2CC=C(c3c(C)n(C)c4ccccc34)CC2)cc1	-132.3	·	8.7	-16.0	0.5	·	·	15.8
Cc1c(F)cccc1NS(=O)(=O)c1ccc2c(c1)n(C)c(=O)c(=O)n2C	-14.9	-2.2	-5.4	30.3	0.0	-5.0	-1.2	36.7
O=c1cnnc(Nc2ccccc2)[nH]1	-9.2	·	-4.7	-4.8	0.0	·	-3.2	2.3
CC(C)NC(=O)N1[C@@H]2c3cccc(=O)n3C[C@@H]2[C@@H](CO)[C@@H]1C(=O)N1CCC(Cc2ccccc2)CC1	14.6	5.3	2.4	7.2	0.0	-19.9	·	10.9
CC(OC(=O)CN1C(=O)NC2(CCCC2)C1=O)C(=O)Nc1cccc(Cl)c1 (stereo unspecified)	-19.1	2.7	-0.2	-10.2	-0.1	2.7	0.0	-1.8
CCOC(=O)c1ccc(NC(=O)C2COc3ccccc3O2)cc1 (stereo unspecified)	-21.2	2.6	0.1	-4.6	0.0	4.4	2.1	5.9
CC(C)N(C(=O)Cn1c(SCC(=O)N2CCN(c3ccccc3)CC2)nc2ccccc21)C(C)C	-10.0	·	-0.5	·	·	·	1.5	-16.6
COc1ccc(-c2cc3c(nn2)-c2ccccc2C3=O)cc1	-36.4	-2.0	0.8	-4.4	0.0	-71.9	4.3	3.3
CC1OC(OC2C(CO)OC(OCC3OC(OC(=O)[C@@]45CCC(C)(C)C[C@@H]4C4=CC[C@@H]6[C@@]7(C)CCC(OC8OCC(O)C(O)C8OC8OC(C)C(O)C(O)C8O)[C@@](C)(CO)C7CC[C@@]6(C)[C@]4(C)CC5)C(O)C(O)C3O)C(O)C2O)C(O)C(O)C1O (stereo partly specified)	-8.3	0.2	-17.0	-3.2	0.0	-1.3	3.9	16.8
COc1ccc(-n2c(SCC(=O)NC3CC3)nc3ccccc3c2=O)cc1OC	-8.3	-12.5	5.0	-12.6	0.1	-3.4	5.2	21.0
O=C(Nc1ccc(Br)cc1C(=O)O)c1ccc2c(c1)C(=O)N(Cc1ccccc1)C2=O	-1.2	-2.3	-0.9	-3.6	0.2	-3.0	1.0	-7.0
CCc1nc2c(OCc3ccccc3C)cccn2c1N(C)C(=O)C(C)C	-1.9	-10.3	0.3	·	0.0	-3.4	-0.2	11.4
Fc1ccccc1N1CCN(c2ncnc3nc[nH]c23)CC1	-6.5	·	-2.5	-9.6	-0.1	9.2	1.4	6.7
N#C[C@@H]1[C@@H](c2ccccc2)[C@H](CO)N1C(=O)CN1CCOCC1	-4.9	-1.7	-1.4	-25.2	0.1	-18.9	1.3	-6.5
CC(=O)NC1C(Oc2cccc(C)c2)OC2COC(c3ccco3)OC2C1O (stereo unspecified)	0.0	·	-4.6	-17.1	0.2	·	1.3	5.4
COc1cccc(-c2ccc([C@@H]3[C@@H](CO)N4C(=O)CN(C(=O)c5cccnc5)C[C@@H]34)cc2)c1	-7.4	·	-6.9	·	0.0	·	3.4	-7.4
Cc1ccc(CS(=O)Cc2ccc(C(=O)NCc3ccc(OC(C)C)cc3)o2)cc1 (stereo unspecified)	-12.8	4.8	3.7	10.8	0.1	2.0	-3.1	-9.2
CC(=O)NC(=S)NNC(=O)C(c1ccccc1)c1ccccc1	-24.2	·	-6.9	5.2	0.0	·	1.6	5.7
CC1CN(C(=O)c2ccccc2OCc2ccccc2Cl)CC(C)O1 (stereo unspecified)	-6.9	-13.1	-3.1	0.5	0.0	2.3	-2.6	9.9
COc1ccc(CN(C)C[C@@H]2OCCCC[C@H](C)Oc3ccc(NC(=O)c4ccncc4)cc3C(=O)N([C@H](C)CO)C[C@@H]2C)cc1	1.2	-3.4	1.0	0.4	0.3	-5.7	-1.3	17.8
CO[C@H]1CN(C)C(=O)c2cc(NS(=O)(=O)c3ccccc3F)ccc2OC[C@H](C)NC[C@@H]1C	-7.0	-2.1	-3.4	6.3	1.4	-5.3	3.0	16.5
CCOc1ccc(CCNC(=O)Cn2nc(C)c3c(C)n(-c4ccccc4)nc3c2=O)cc1	-25.5	9.9	-0.7	-7.5	0.0	-2.8	-1.6	0.2
COc1ccccc1Nc1nc(-c2sc(NC(=O)CC(C)C)nc2C)cs1	-11.1	5.6	0.2	12.1	0.9	0.6	2.0	-2.1
CN(CC(=O)Nc1ccc(F)cc1)C(=O)COC(=O)c1cccc(N(C)C)c1	-16.9	-5.0	29.9	1.2	0.1	47.9*	3.1	-2.0
CCCNC(=O)N(C)C[C@H]1Oc2ncc(-c3ccncc3)cc2C(=O)N([C@H](C)CO)C[C@@H]1C	-9.4	1.1	-2.0	-2.5	0.0	-6.1	1.3	15.2
CC(C)C(=O)N1CCC2(CC1)Oc1ccc(F)cc1C(=O)C21CC(c2ccccc2)=NO1 (stereo unspecified)	-23.0	2.4	3.0	-8.0	0.0	-4.6	4.3	-35.4
C#CCN(C[C@@H]1[C@@H](OC(=O)NCc2ccccc2)[C@@H](OC(=O)NCc2ccccc2)CN(C(=O)OC(C)C)N1C(=O)OC(C)C)S(=O)(=O)c1ccc(C)cc1	-30.4	-4.2	1.7	·	0.1	6.0	2.6	-0.6
Cc1cc(-c2csc3nc[nH]c(=S)c23)cc(C)c1C	-21.6	-1.0	1.3	32.8	-0.1	1.6	-1.6	11.8
Cc1ccc(C(=O)O/N=C(\N)c2ccccn2)c(C)c1	-2.8	3.1	-7.3	-1.8	0.4	-83.3	-4.9	-5.2
Cc1ccc2cc(/C=N/Nc3nc4ccccc4[nH]3)c(Cl)nc2c1	-8.7	·	-2.9	·	0.1	·	-2.4	-7.4
CCNC(=O)N(CC)C[C@H]1N[C@@](C)(C(=O)OC)[C@H]2C(=O)N(Cc3ccccc3)C(=O)[C@@H]12	-15.0	-5.2	-4.1	-6.7	0.2	-3.9	-0.4	29.1
C1=CC2(C=C1)OC21CCC2(C=CC3(C2)OC3C2CCCCC2)CC1 (stereo unspecified)	-6.2	1.9	-0.7	·	0.3	0.1	4.7	-15.0
CN(C)C(=O)C[C@H]1CC[C@@H](NC(=O)C2CCC2)[C@@H](CO)O1	-3.4	1.7	-2.3	-8.9	0.0	-3.1	2.2	1.3
CC(=O)Nc1cc(C)nn1-c1nc(C)cc(C)n1	-6.9	·	-1.2	4.5	0.0	·	1.2	-1.8
O=C1c2ccccc2C(O)N1Cc1cccs1 (stereo unspecified)	-15.7	-7.4	0.4	·	0.1	-6.8	·	-6.1
CCCN1C[C@H](C)[C@@H](OC)CN(C)C(=O)c2cc(NC(=O)c3ccno3)ccc2OC[C@@H]1C	-20.3	-0.1	1.0	3.1	0.0	2.1	1.0	-2.1
CCC(=O)N(C)C[C@H]1Oc2cc(-c3ccccc3)ccc2S(=O)(=O)N([C@H](C)CO)C[C@@H]1C	3.3	1.2	2.4	-0.1	0.9	1.6	-0.3	-0.8
Cc1ccc(O)c(/C=N/NC(=O)Cc2ccc(Cl)cc2)c1	-10.9	-7.2	-1.0	-9.1	0.0	-19.2	4.7	2.7
CN(C[C@H](Cc1ccccc1)N(C[C@H](c1ccccc1)N(CCc1ccccc1)N=O)N=O)N=O	-17.0	0.4	-1.1	-5.7	0.0	-4.2	-0.9	-26.9
COCCCN1C(=O)c2ccc(C(=O)NCCc3ccccc3)cc2C1=O	-1.4	-2.7	0.7	-14.0	0.0	34.2	-0.4	-3.3
CC(Oc1ccc(Cl)cc1Cl)c1nc(-c2ccc(NC(=O)c3ccccn3)cc2)no1 (stereo unspecified)	-11.7	-6.3	2.1	1.0	·	7.2	0.2	23.1
Cc1ccc(-c2ccc([C@H]3[C@@H](CO)N4C(=O)CN(C(=O)c5cccnc5)C[C@H]34)cc2)cc1	-4.9	·	-3.7	·	0.0	·	1.6	-0.4
COc1cc(/C=C/C(=O)OCC(=O)Nc2ccccc2Cl)cc(OC)c1OC	-6.1	·	4.2	3.5	0.0	·	·	-3.0
CC(C)c1ccc(NC(=O)N2CCCC2C(=O)Nc2ccc(-n3cnnn3)cc2)cc1 (stereo unspecified)	-19.2	·	2.2	-3.9	0.1	·	-2.6	-1.1
CCN1CCN(c2nc(N(C)c3ccccc3)nc(N)c2[N+](=O)[O-])CC1	1.3	-1.7	7.3	-1.6	0.1	-2.3	-0.1	1.3

4 records picked at random from the list so far:
SMILES	RAD52 anneal inh	RAD54 branch	ERAP1 inh	ARNT-TACC3 inh	Xi reactivation	esBAF inh	F508del corr	GSIS activator
CC(C)c1ccc(NC(=O)N2CCCC2C(=O)Nc2ccc(-n3cnnn3)cc2)cc1 (stereo unspecified)	-19.2	·	2.2	-3.9	0.1	·	-2.6	-1.1
N#C[C@@H]1[C@@H](c2ccccc2)[C@H](CO)N1C(=O)CN1CCOCC1	-4.9	-1.7	-1.4	-25.2	0.1	-18.9	1.3	-6.5
Cc1cc(-c2csc3nc[nH]c(=S)c23)cc(C)c1C	-21.6	-1.0	1.3	32.8	-0.1	1.6	-1.6	11.8
C1=CC2(C=C1)OC21CCC2(C=CC3(C2)OC3C2CCCCC2)CC1 (stereo unspecified)	-6.2	1.9	-0.7	·	0.3	0.1	4.7	-15.0

Screening data as filed in PubChem.

This is a random part of the collection (roughly 3.3% active in at least one column).
